Source: PubChem BioAssay
esBAF inh: inhibitors of esBAF chromatin remodeling in mouse ES cells | Bmi1-luciferase knock-in reporter, 24 h; 100% = twice the neutral-well signal | reporter increase, % at 12.5 µM | 2% of 350,000 active | AID 602393; in the data active = activation above about 40%; inconclusive = no clear call, values can overlap the other calls;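 also: 0% = median of the plate's neutral control wells and 100% = double that signal; a rise in the Bmi1 reporter signal indicates esBAF inhibition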
Statin myotox sup: protects C2C12 myotubes from simvastatin toxicity; ATP luminescence, 48 h; scaled: DMSO 0, geranylgeraniol control 100; rescue of ATP level, % at 7.49 µM; 0.78% of 330,000 active; AID 602340;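 active = mean ATP rescue above about 67%, or every replicate alone reaching that limit, limit read from the data, passing the limit was not always enough; inconclusive = no clear call, values can overlap the other calls; inactive = mean under the limit and some replicate under it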;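 also: myotubes were challenged with 10 µM simvastatin during compound exposure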
SIRT5 inh: blocks human SIRT5 desuccinylation of peptide | Purified SirT5, succinyl-peptide AMC, trypsin-coupled fluorescence | inhibition, % at 15 µM | 1.1% of 330,000 active; in the data active = inhibition above about 15%; inconclusive = no clear call, values can overlap the other calls
Target sequence (Q9NXA8 whole entry, looked up): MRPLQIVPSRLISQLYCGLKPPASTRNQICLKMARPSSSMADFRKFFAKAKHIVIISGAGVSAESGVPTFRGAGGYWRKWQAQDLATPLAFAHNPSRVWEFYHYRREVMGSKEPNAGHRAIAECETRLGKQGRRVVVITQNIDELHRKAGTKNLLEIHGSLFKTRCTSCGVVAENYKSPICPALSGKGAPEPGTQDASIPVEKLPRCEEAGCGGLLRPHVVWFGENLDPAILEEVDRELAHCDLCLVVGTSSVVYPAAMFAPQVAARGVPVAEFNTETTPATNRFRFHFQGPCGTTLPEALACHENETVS
LGR2 inh: blocks bursicon-induced cAMP signaling via Drosophila LGR2 | HEK293 LGR2, CRE-luciferase, bursicon-stimulated, 4 h | inhibition, % at 9.99 µM | 0.35% of 380,000 active;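 active = drop in luminescence signal, shown as inhibition above about 50% in the replicate tests, limit read from the data, passing the limit was not always enough; inconclusive = probably only some replicates passing the limit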;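 also: agonist challenge used bursicon conditioned medium at about half maximal strength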
FN deposition inh: fibronectin deposition inhibition. AH1F fibroblasts, Alexa488-fibronectin deposition fluorescence, overnight. inhibition, % at 12.6 µM. 0.086% of 350,000 active. AID 743247;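 active = mean inhibition across replicates of 30% or more, regardless of how many single replicates reach that level; inconclusive = mean under 30% yet at least half of replicates reach 30%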;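 also: positive control wells lacked labelled fibronectin entirely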
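Assay system: AH1F fibroblasts / Quantity: 10000 cells per well / Medium: DMEM plus 2% serum, read in PBS / Reagent: labelled fibronectin 24 nM / Dosing: single dose, pinned / Times: 1 h cell attachment, overnight exposure to compound and label / Signal: fluorescence, ex 485 nm, em 525 nm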
CASP6 VEID inh: caspase-6 (human) enzyme inhibition | P55212 | purified caspase-6, Z-VEID-R110 cleavage fluorescence | inhibition, % at 12.5 µM | 0.53% of 350,000 active | AID 686996;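 active = mean inhibition across replicates at least about 35%, with every replicate also reaching that limit, limit read from the data; inconclusive = only one of the two criteria met; inactive = neither criterion met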;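 also: 0% = median of neutral control wells and 100% = no fluorescence left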
Target sequence (P55212 24-179 limits assumed): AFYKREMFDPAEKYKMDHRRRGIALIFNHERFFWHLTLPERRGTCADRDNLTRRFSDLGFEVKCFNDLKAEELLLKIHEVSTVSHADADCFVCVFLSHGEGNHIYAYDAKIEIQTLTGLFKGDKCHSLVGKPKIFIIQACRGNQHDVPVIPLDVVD
Target sequence (P55212 194-293 limits assumed): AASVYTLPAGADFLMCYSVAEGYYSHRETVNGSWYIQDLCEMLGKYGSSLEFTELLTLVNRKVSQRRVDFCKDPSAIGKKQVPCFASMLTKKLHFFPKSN
S100A4 inh HTS: S100A4-myosin IIA interaction inhibition. S100A4/TAMRA-MyoIIA peptide fluorescence polarization. 0.14% of 360,000 active. AID 652163. P26447. inhibition, % at 10.7 µM;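 active = mean inhibition of at least 70% across replicates, with every replicate also reaching that level; inconclusive = mean inhibition reaches 70% but some replicates fall short; inactive = mean inhibition below 70%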
Target sequence (P26447 whole entry, looked up): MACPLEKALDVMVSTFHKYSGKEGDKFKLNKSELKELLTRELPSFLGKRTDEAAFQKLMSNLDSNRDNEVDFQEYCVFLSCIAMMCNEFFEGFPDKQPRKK
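System – human S100A4 monomer protein, biochemical binding assay · Buffer or medium – Calcium-containing HEPES buffer, pH 7.2 · Timing – 5 min between mix addition and reading · Also added – TAMRA-labelled myosin IIA heavy-chain peptide probe, 5 nM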
Numbers without * were called inactive; ? = inconclusive; nt = no result given; & = joins results of further samples.

entry	canonical_smiles	esBAF inh	Statin myotox sup	SIRT5 inh	LGR2 inh	FN deposition inh	CASP6 VEID inh	S100A4 inh HTS
1	CC(C)NC(=O)N(C)C[C@@H]1OCCCC[C@@H](C)Oc2ccc(NS(=O)(=O)c3ccc(Cl)cc3)cc2C(=O)N([C@@H](C)CO)C[C@@H]1C	6	nt	-9	8	-5	1	1
2	COC(=O)Nc1nc2c(s1)CCCC2	21	2	nt	nt	5	nt	nt
3	O=C(CSc1nnc(-c2ccccc2)c(-c2ccccc2)n1)Nc1ccc(Br)cn1	nt	nt	0	16	4	0	4
4	O=C(Nc1cccnc1)C1CCCN(S(=O)(=O)c2ccccc2)C1 (stereo not drawn)	1	-7	nt	15	nt	nt	nt
5	COCCn1c(=O)[nH]c2cc(C(=O)NCCc3ccc(S(N)(=O)=O)cc3)ccc2c1=O	nt	nt	0	6	-11	5	1
6	C[C@@H]1CN([C@@H](C)CO)C(=O)c2cc(NC(=O)Nc3ccc4c(c3)OCO4)ccc2O[C@@H](C)CCCCO[C@@H]1CN(C)C(=O)Cc1ccccc1	-2	nt	2	8	nt	-4	-11
7	C[C@H]1CN([C@@H](C)CO)C(=O)c2cc(-c3cccnc3)cnc2O[C@H]1CN(C)C(=O)c1cccc(F)c1	-6	8	0	11	-2	-3	1
8	O=C(C[C@@H]1CC[C@@H]2[C@H](COC[C@H](O)CN2C(=O)Nc2cccc(Cl)c2)O1)NCC1CCCCC1	2	-12	7	-6	-14	-1	9
9	CS(=O)(=O)Nc1ccc2c(c1)OCC(=O)N2Cc1ccccc1	-10	0	13	-1	-4	-3	-2
10	C[C@@H]1CN([C@@H](C)CO)C(=O)c2cc(C#CCC3CCCC3)cnc2O[C@H]1CN(C)C(=O)CN(C)C	3	6	-8	-23	-7	4	-6
11	COCCN(C(=O)COC(=O)c1cccnc1SC)c1c(N)n(Cc2ccccc2)c(=O)[nH]c1=O	0	-12	2	11	-6	5	-10
12	CO[C@H]1CN(C)C(=O)c2cccc(C#N)c2OCC[C@H]2CC[C@H](OC)[C@@H](CN(C)C(=O)[C@H]1C)O2	9	2	nt	2	-3	nt	nt
13	Cc1ccc(/C=C/C(=O)OCC(=O)NCCN2C(=O)CSC2=O)o1	nt	nt	1	2	-7	-1	-1
14	OC(c1ccccc1)(c1ccccc1)C1CCN(C(=S)Nc2ccc(F)cc2)CC1	1	14	nt	19	9	0	-8
15	CCCN(C)C[C@@H]1Oc2cc(C#CC3CCCCC3)ccc2S(=O)(=O)N([C@H](C)CO)C[C@@H]1C	-8	-12	nt	9	nt	nt	nt
16	C/C(CC(=O)Nc1ccc(N(C)C)cc1)=N\NC(=O)c1ccccc1O	?	-13	3	-20	13	9	0
17	CC(C)CN1C(=O)c2ccccc2C1c1nnnn1-c1ccc2c(c1)OCCO2 (stereo not drawn)	nt	nt	-1	7	-5	1	-6
18	COc1ccc(S(=O)(=O)Cc2ccc(C(=O)NC3CCCC3)o2)cc1	1	6	nt	20	1	-2	-6
19	COc1ccc(N(CC(=O)NC2CCCCC2)C(=O)c2ccc(C)s2)cc1OC	-3	36	-1	0	-3	2	4
20	COC(=O)c1cc(OC)c(OC)cc1NC(=O)CN1CCCCC1	-3	5	3	-4	nt	-2	-6
21	CN1C(=O)c2ccc(NC(=O)CSc3ccccc3)cc2C1=O	15	15	0	-11	-4	-2	-2
22	Cc1ccc(NC(=O)CNC(=O)CC23CC4CC(CC(C4)C2)C3)c(O)c1	9	2	2	0	-3	3	-4
23	Cc1sc(NC(=O)c2ccc(Cl)s2)c(C(N)=O)c1C	30	-56	nt	-45	4	nt	nt
24	C[C@H]1CN([C@@H](C)CO)C(=O)CCCn2nncc2CO[C@@H]1CN(C)Cc1ccc2c(c1)OCCO2	-3&0	1&8	-17&1	13&-9	-6&1	-5&0	9&5
25	COc1ccc(Cl)cc1C(=O)Nn1cnc2ccccc2c1=O	5	19	-3	5	nt	-5	0
26	CCOC(=O)C1(O)CC(C)=NN1C(=O)c1cccc(Br)c1 (stereo not drawn)	nt	nt	-1	-1	-12	1	-5
27	O=S(=O)(c1cc(Br)ccc1Br)N1CCCCCC1	-7	-9	-5	1	-5	-1	0
28	O=C(C[C@@H]1CC[C@@H]2[C@H](COC[C@H](O)CN2C(=O)Nc2cc(Cl)cc(Cl)c2)O1)N1CCOCC1	-4	-13	nt	-14	-3	nt	nt
29	CCC(=O)Nc1cccc(C2=NOC3(C2)C[C@@H](C(N)=O)N(C(=O)CC(c2ccccc2)c2ccccc2)C3)c1 (stereo partly drawn)	-4	17	-1	-3	-4	2	-52
30	CC1(N=Cc2cc(Cl)ccc2O)COP(=O)(NC2CCCC2)OC1 (stereo not drawn)	nt	nt	nt	-12	4	3	11

One compound at a time (already shown). Order of screens: esBAF inh, Statin myotox sup, SIRT5 inh, LGR2 inh, FN deposition inh, CASP6 VEID inh, S100A4 inh HTS
Cc1ccc(/C=C/C(=O)OCC(=O)NCCN2C(=O)CSC2=O)o1 as listed: nt, nt, 1, 2, -7, -1, -1
O=S(=O)(c1cc(Br)ccc1Br)N1CCCCCC1 as listed: -7, -9, -5, 1, -5, -1, 0

(listing goes on)
entry	canonical_smiles	esBAF inh	Statin myotox sup	SIRT5 inh	LGR2 inh	FN deposition inh	CASP6 VEID inh	S100A4 inh HTS
31	Nc1c(C(=O)N2CCCC2)sc2nc3c(cc12)CCCCCC3	nt	nt	1	-59	4	1	-2
32	Cn1c(Cn2c(=O)sc3ccccc32)nnc1SCC(=O)Nc1ccc(F)cc1	-1	-7	-1	1	-3	-1	12
33	O=C(NCC[C@H]1CC[C@@H](NC(=O)c2cnccn2)[C@H](CO)O1)Nc1ccc(F)cc1	0	11	11	5	-1	2	3
34	O=C(CNC(=O)c1ccc(N2C(=O)c3ccccc3C2=O)cc1)OCC(=O)c1ccccc1	-4	8	0	6	3	nt	5
35	C[C@@H]1CN([C@@H](C)CO)C(=O)c2cc(/C=C/c3ccccc3)cnc2O[C@@H]1CN(C)C(=O)c1ccc(F)cc1	4	11	-14	-10	-10	1	0
36	CC1CC(C)CN(C(=O)c2ccc3nc[nH]c3c2)C1 (stereo not drawn)	-8	-1	0	4	nt	-2	11
37	Cc1ccc(S(=O)(=O)N(C)C[C@@H]2Oc3ccc(NS(=O)(=O)c4ccccc4)cc3CC(=O)N([C@H](C)CO)C[C@@H]2C)cc1	9	13	1	-2	nt	0	-4
38	CCc1ccc(N2CC(C(=O)NCCC3=CCCCC3)CC2=O)cc1 (stereo not drawn)	4	-5	1	-12	9	3	-1
39	CS(=O)(=O)c1ccc(Cl)c(C(=O)OCC(=O)NC2CCCCCCC2)c1	-3	2	-1	-1	4	0	-2
40	C[C@H]1CCCCO[C@@H](CN(C)Cc2ccccc2)[C@@H](C)CN([C@@H](C)CO)C(=O)c2cc(NC(=O)Nc3ccc(C(F)(F)F)cc3)ccc2O1	-8	nt	3	6	0	-3	-5
41	CC(C)CCC(=O)N1CCOC1=O	-8	1	nt	-7	2	nt	0
42	C/C=C/C(=O)Nc1cccc(C2=NOC3(C2)C[C@H](C(N)=O)N(C(=O)/C=C/C)C3)c1 (stereo partly drawn)	-2	10	nt	-11	-2	0	2
43	C[C@H]1CN=C(N(C)C)N1CC1CCC(C(C)(C)C)CC1 (stereo partly drawn)	-24	-121	-3	5	1	2	-2
44	Cc1cc(C(=O)Nc2ccc3c(c2)C(=O)N(C)[C@@H]2CC[C@@H](CC(=O)NCc4ccc(-c5ccccc5)cc4)O[C@H]2CO3)no1	-7	36	2	14	4	-1	-2
45	CCOc1c(OC)cccc1C(=O)NCC1(c2ccccc2)CCCC1	-4	19	-3	12	4	-1	0
46	COCCN(CC1CCCN(C2Cc3ccccc3C2)C1)C(=O)c1cccs1 (stereo not drawn)	17	18	-4	-2	-2	2	-2
47	O=C(c1cc(-c2cccc(O)c2)on1)N1CCN(C(c2ccccc2)c2ccccc2)CC1	-1	27	nt	6	-3	-4	24
48	C[C@@H]1CN([C@@H](C)CO)S(=O)(=O)c2ccc(-c3ccccc3F)cc2O[C@H]1CN(C)Cc1ccncc1	-1	-73	3	13	-7	0	-8
49	O=C(Nc1ccc(Cl)c(Cl)c1)N[C@@H]1CC[C@H](CCn2cc(C3CCCCC3)nn2)O[C@H]1CO	2	-6	1	16	11	-2	30
50	O=C(C[C@H]1CC[C@@H]2[C@H](COC[C@@H](O)CN2C(=O)c2cnccn2)O1)NCc1ccc(F)cc1	-3	-8	1	7	-5	-1	-6
51	N#Cc1ccc(-c2ccc3c(c2)[C@@H]2[C@@H](CCN2C(=O)C2CC2)[C@@H](CO)N3)cc1	-7	-24	-8	-5	8	-1	-29
52	C[C@H](CO)N1C[C@H](C)[C@H](CN(C)C(=O)C2CCC2)Oc2ncc(C#CC3CCCC3)cc2C1=O	-1	nt	7	9	nt	2	13
53	CC(=O)N(C)C[C@@H]1[C@@H](c2ccccc2)[C@H](CO)N1C(=O)C1CCC1	-6	-16	1	-1	0	-1	5
54	Cc1ccc(NC(=O)CN(C)C(=O)COc2cccc3ccc(C)nc23)cc1	1	4	-9	-7	nt	-3	-4
55	COc1ccc(CC(=O)NNC(=O)CSc2nc(C)c(C)c(=O)[nH]2)cc1	nt	nt	2	26	-25	3	1
56	COC(=O)c1cc(S(=O)(=O)NCc2cccc(OC)c2)cn1C	3	0	-4	5	8	-1	-1
57	Cc1noc(C)c1S(=O)(=O)Nc1ccc2c(c1)C(=O)N([C@@H](C)CO)C[C@@H](C)[C@H](CN(C)C(=O)c1ccccc1)OCCCC[C@@H](C)O2	3	nt	3	-8	-6	-1	-4
58	CC(=O)CCc1oc2ccc([N+](=O)[O-])cc2c1-c1ccc(C)o1	-2	5	0	nt	-1	-1	-4
59	COc1ccc(NC(=O)N2C[C@@H](O)COC[C@H]3O[C@@H](CC(=O)N4CCOCC4)CC[C@@H]32)cc1	2	11	0	-2	-5	1	-34
60	COc1ccc2c(Cl)c(C(=O)OCC(=O)c3ccc4c(c3)NC(=O)CO4)sc2c1Cl	-2	3	-4	23	-28	1	2
61	C[C@@H]1CCCCO[C@@H](CN(C)C)[C@H](C)CN([C@H](C)CO)C(=O)c2cc(NS(C)(=O)=O)ccc2O1	-4	15	2	-16	0	-1	-11

Grouped by structure, the compounds so far with a Cl atom (nine)
entry	canonical_smiles	esBAF inh	Statin myotox sup	SIRT5 inh	LGR2 inh	FN deposition inh	CASP6 VEID inh	S100A4 inh HTS
1	CC(C)NC(=O)N(C)C[C@@H]1OCCCC[C@@H](C)Oc2ccc(NS(=O)(=O)c3ccc(Cl)cc3)cc2C(=O)N([C@@H](C)CO)C[C@@H]1C	6	nt	-9	8	-5	1	1
8	O=C(C[C@@H]1CC[C@@H]2[C@H](COC[C@H](O)CN2C(=O)Nc2cccc(Cl)c2)O1)NCC1CCCCC1	2	-12	7	-6	-14	-1	9
23	Cc1sc(NC(=O)c2ccc(Cl)s2)c(C(N)=O)c1C	30	-56	nt	-45	4	nt	nt
25	COc1ccc(Cl)cc1C(=O)Nn1cnc2ccccc2c1=O	5	19	-3	5	nt	-5	0
28	O=C(C[C@@H]1CC[C@@H]2[C@H](COC[C@H](O)CN2C(=O)Nc2cc(Cl)cc(Cl)c2)O1)N1CCOCC1	-4	-13	nt	-14	-3	nt	nt
30	CC1(N=Cc2cc(Cl)ccc2O)COP(=O)(NC2CCCC2)OC1 (stereo not drawn)	nt	nt	nt	-12	4	3	11
39	CS(=O)(=O)c1ccc(Cl)c(C(=O)OCC(=O)NC2CCCCCCC2)c1	-3	2	-1	-1	4	0	-2
49	O=C(Nc1ccc(Cl)c(Cl)c1)N[C@@H]1CC[C@H](CCn2cc(C3CCCCC3)nn2)O[C@H]1CO	2	-6	1	16	11	-2	30
60	COc1ccc2c(Cl)c(C(=O)OCC(=O)c3ccc4c(c3)NC(=O)CO4)sc2c1Cl	-2	3	-4	23	-28	1	2

Only part of the results is shown; count on the stated rates, not on these rows.
